# p53ts 39C kill: kills p53ts cells at the nonpermissive temperature; H1299-p53A138V viability at 39C, ATP luminescence, 24 h; Potency, µM (titrated, usually from 46.1 µM), inactives show at the top dose activity change, negative = cell killing, usual class: cytotoxic; actives 1.5% (n = 130,000); note: nearly all actives have a fitted effect of over 55% in size
# Peg3 imprint: induces erasure of genomic imprints in mouse ES cells; mouse ES Peg3-LacZ reporter, beta-gal luminescence, 40 h; Potency, µM (titrated, usually from 60.7 µM), without a hit: top-dose activity change, positive = activation, hits mostly activators; actives 0.02% (n = 110,000);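 note: 0% = negative control wells on the plate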
#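 Readout: BetaGlo luminescence (5 min, room temp) for LacZ from the normally silent maternal Peg3 allele in female Peg3LacZ-Neo ES cells. Cells 300/well, 40 h, 37C, 5% CO2. Data normalized per plate to negative controls.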
# p53ts 32C kill: cytotoxicity in p53ts cells at permissive temperature. H1299-p53A138V at 32C, ATP luminescence viability, 24 h. Potency, µM (titrated, usually from 46.1 µM), for inactives: top-dose activity change, negative = cytotoxicity, most hits filed as cytotoxic. actives 0.93% (n = 130,000). AID 924;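 note: 0% = DMSO and -100% = full killing by reference compound; nearly all actives have a fitted effect of over 55% in size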
#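 ATP-content luminescence (ATPlite) read-out after 24 h compound exposure at 32C in H1299-p53A138V cells (600/well). Tested up to 46 uM. Normalized to DMSO (0%) and 100 uM tamoxifen (100% killing); Hill-fit AC50.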
# IkB sig inh: inhibitors of IkB signaling in ABC-DLBCL cells; ABC-DLBCL IkBa-CBG/CBR dual luciferase ratio, 4 h; response scale: scaled: untreated 0%, proteasome inhibitor 100%; Potency, µM (highest dose often 57.1 µM), for the others: at the highest dose IkBa stabilization activation; actives 0.04% (n = 110,000); AID 445; active = well fitted curve in the direction sought with a large enough effect in the signal ratio, not every such curve was filed as active; inconclusive = small, poorly fitted or top-dose-only effect, or a change in a side signal; the % refers to the signal ratio;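 note: the direction sought is a rising ratio; 0% = basal untreated cells and 100% = reference inhibitor full response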
#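 Luminescence ratio of IκBα-fused green versus native red beetle luciferase in OCI-Ly3 cells, 4 h post-doxycycline with compound; red signal alone, scaled from basal (0%) to zero light (-100%), flagged nonspecific or cytotoxic effects.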
# An asterisk follows results filed as active; ? = inconclusive; . = not tested or not shown; & = joins results of further samples; [ ] = remark or other dose. Unless noted, calls come from the whole dose curve; as a rule, active = well fitted curve in the direction sought with a large enough effect; inconclusive = small, poorly fitted or top-dose-only effect, or another doubt; inactive = no such curve, though single readings can be large; an effect the other way counts as inactive or inconclusive. Unless noted, % is set by controls: 0 for no effect and ±100 for the full control effect; potency is the fitted concentration of half-maximal effect. Compounds as they come; any-hit rate near 1.7%.
# Results follow in this order: p53ts 39C kill | Peg3 imprint | p53ts 32C kill | IkB sig inh
CCC(CC)c1nn2c(=O)cc(COc3ccc(NC(=O)c4cccc(Cl)c4)cc3)nc2s1
→ -4% | -8%[10.9 µM] | 10% | 4.0%
OC1CC(c2ccco2)NC2(CCCCC2)C1 (stereo unspecified)
→ 17% | 6% | 6% | 7.1%
COc1cc(CNC(=O)c2ccc3c(c2)c(C)c(C)n3Cc2cccc(C)c2)cc(OC)c1OC
→ -13% | -4%[10.9 µM] | 16% | 2.0%
Cn1c(SCC(=O)Nc2ccccc2)nnc1-c1ccccc1
→ 41%[activator] | -10%[10.9 µM] | 10% | 0.0%
CC(C)(C)NC(=O)CSc1nnc(CN2CCCCCC2=O)n1-c1ccccn1
→ 4% | -7% | 5% | 0.8%
N#CCCN1CCN(S(=O)(=O)c2ccc(S(=O)(=O)NCc3ccccc3)cc2)CC1
→ 4% | -3% | 5% | 2.0%
CC(C)NC(=O)C1=CC(c2ccc3c(c2)OCO3)=NS(=O)(=O)N1C
→ -7% | -7%[10.9 µM] | 7% | ?
Cc1ccc(S(=O)(=O)OCC2CN3C(CCC(C)C3c3ccc(Br)cc3)C(=O)O2)cc1 (stereo unspecified)
→ 0%&15%&0%[9.22 µM] | . | 2%&3%&3%[9.22 µM] | .
CC(C)c1ccc(NC(=O)c2ccc(=O)n(Cc3ccccc3)c2)cc1
→ -9% | -20%[10.9 µM] | -8% | ?
CCN(CCCNC(=O)CN1C(=O)COc2ccccc21)c1ccccc1
→ -13% | 5% | 6% | -1.4%
CCNc1nc2c(c(=O)[nH]c(=O)n2C)n1CC(C)C
→ 9% | -3% | -2% | -1.5%
Cc1cc(C)n2nc(SCc3cc(=O)n4c(C)cccc4n3)nc2n1
→ 5% | -6% | 12% | -3.2%
O=C(NCc1ccccc1)N1CCN(c2ccc(F)cc2)CC1
→ -3% | . | 17% | .
O=C(c1cc2ncc(Br)cn2n1)N1CCOCC1
→ 0% | 1% | 0% | 1.8%
O=c1[nH]c2ccccc2n1C1=CCCC1
→ 9% | -3% | 4% | -2.7%

# The list continues.
# Results follow in this order: p53ts 39C kill | Peg3 imprint | p53ts 32C kill | IkB sig inh
C#CCCCO/N=C1/C[C@@H](O)[C@@H](O)[C@@H]2[C@@H]3C(=O)N(C4CCCCC4)C(=O)[C@H]3CC[C@@H]12
→ 1%[9.22 µM] | . | 14%[9.22 µM] | .
Cc1cccc(-n2ncc3c(Nc4c(C)n(C)n(-c5ccccc5)c4=O)ncnc32)c1
→ -15% | -4% | 6% | 0.2%
O=C1O/C(=C\Br)CC[C@@H]1c1cccc2ccccc12
→ 20µM* | . | 20µM* | 4.8%
CN1CCN(CCC(=O)Nc2ccc(F)c(F)c2)CC1
→ 2% | -4% | -3% | 0.4%
Cc1ccnc(N2CCC(C(=O)NCc3ccc4c(c3)OCO4)CC2)n1
→ 5% | -6% | 2% | 1.1%
CCOC(=O)c1[nH]c(C)c(C(=O)Nc2ccccc2F)c1C
→ 15% | -19% | -2% | -3.4%
O=C(NCc1ccco1)c1nc(-c2ccccc2)n(-c2ccccc2)n1
→ 14% | 10% | 6% | -0.5%
COc1ccc(CC(=O)Nc2cccc(C(=O)O)c2C)cc1
→ 5% | -19% | 3% | 0.9%
O=C(NC1CCCC1)C(c1ccccn1)N(C(=O)c1csnn1)C1CCCC1 (stereo unspecified)
→ 0% | . | 3% | .
CCN1CCCC1CNC(=O)c1ccc2c(=O)n(CCOC)c(=O)[nH]c2c1 (stereo unspecified)
→ 11% | -5% | -2% | 0.0%
CCOc1cc(C(=O)Nc2cccc3cccnc23)cc(OCC)c1OCC
→ -9% | -6%[10.9 µM] | -11% | 20%
c1ccc(-c2nc3ccccc3nc2-c2ccccn2)nc1
→ 4% | -1% | 8% | 3.1%
Nc1ccccc1S(=O)(=O)c1ccccc1N
→ -18% | -4% | -11% | 1.5%
Cc1cc(C(=O)OCC(=O)c2c(N)n(C)c(=O)n(C)c2=O)c(C)n1-c1ccccc1
→ 3% | -7% | 0% | -0.2%
COc1ccc(OC)c(-c2csc(-c3c(N)c(C(=O)c4ccc(Cl)cc4)n4ccccc34)n2)c1
→ -1% | 16%[10.9 µM] | -6% | 0.9%

# (more compounds)
# Results follow in this order: p53ts 39C kill | Peg3 imprint | p53ts 32C kill | IkB sig inh
O=C1c2ccccc2C(=O)N1Cc1nc2ccccc2c(=O)n1Cc1ccco1
→ 4% | . | 25% | 0.0%
O=C(NCCN1CCN(c2ccccc2)CC1)C1CCCN(S(=O)(=O)c2cnc[nH]2)C1 (stereo unspecified)
→ 4% | -10% | 2% | 2.1%
FC(F)(F)c1cc(-c2cccs2)nc(NCc2ccco2)n1
→ -10% | -23% | 3% | 8.0%
CC(C)n1c(Nc2ccccc2)nc2ccccc21
→ -3% | -2% | 4% | -3.1%
Cc1ccc(-n2c(C)cc(C(=O)OCC(=O)N(CC(C)C)C3CCS(=O)(=O)C3)c2C)cc1 (stereo unspecified)
→ 15% | -24% | 12% | ?
CCOc1ccc(Cn2c(SCCCCC#N)nc3c2c(=O)n(C)c(=O)n3C)cc1OCC
→ 6% | -8% | -1% | -0.8%
COC(=O)COc1ccc(S(=O)(=O)N2CCN(c3ccccc3F)CC2)cc1
→ 0% | 0% | -8% | ?
CSc1nc(N(CCO)CCO)c2sc3nc(-c4ccco4)c4c(c3c2n1)CCC4
→ 26% | -27% | 4% | ?
CCOC(=O)c1cnc(-n2nc(C)cc2C)nc1-n1nc(C)cc1C
→ -10% | -6% | -7% | -1.5%
Cc1ccccc1NC(=O)CSc1nc2c(c(-c3ccco3)c1C#N)CCCC2
→ 2% | -7% | -1% | -1.1%
COc1ccc(C(CC(=O)O)NC(=O)COc2ccccc2OC)cc1OC (stereo unspecified)
→ -3% | -5% | -4% | 0.3%
COc1ccc2[nH]c(=O)c(CN(Cc3ccccc3OC)Cc3nnnn3CC3CCCO3)cc2c1 (stereo unspecified)
→ -7% | -1% | -14% | -0.8%
CCOCCCn1c(SCC(=O)Nc2cccc(OC)c2)nc2ccccc2c1=O
→ -7% | -15%[10.9 µM] | 6% | ?
O=C1C=C(c2ccccc2)OC(=O)C1C(=O)c1ccccc1 (stereo unspecified)
→ 4% | . | -15% | .
COCCn1c(SCC(=O)c2ccc(CNC(C)=O)o2)nc2ccccc2c1=O
→ 0% | -5% | 0% | -1.1%

# 15 structures from above, arranged by SMILES length, descending.
# Results follow in this order: p53ts 39C kill | Peg3 imprint | p53ts 32C kill | IkB sig inh
COc1ccc(OC)c(-c2csc(-c3c(N)c(C(=O)c4ccc(Cl)cc4)n4ccccc34)n2)c1
→ -1% | 16%[10.9 µM] | -6% | 0.9%
Cc1ccc(-n2c(C)cc(C(=O)OCC(=O)N(CC(C)C)C3CCS(=O)(=O)C3)c2C)cc1 (stereo unspecified)
→ 15% | -24% | 12% | ?
Cc1cc(C(=O)OCC(=O)c2c(N)n(C)c(=O)n(C)c2=O)c(C)n1-c1ccccc1
→ 3% | -7% | 0% | -0.2%
COc1ccc2[nH]c(=O)c(CN(Cc3ccccc3OC)Cc3nnnn3CC3CCCO3)cc2c1 (stereo unspecified)
→ -7% | -1% | -14% | -0.8%
O=C(NCCN1CCN(c2ccccc2)CC1)C1CCCN(S(=O)(=O)c2cnc[nH]2)C1 (stereo unspecified)
→ 4% | -10% | 2% | 2.1%
CCOc1ccc(Cn2c(SCCCCC#N)nc3c2c(=O)n(C)c(=O)n3C)cc1OCC
→ 6% | -8% | -1% | -0.8%
CSc1nc(N(CCO)CCO)c2sc3nc(-c4ccco4)c4c(c3c2n1)CCC4
→ 26% | -27% | 4% | ?
COC(=O)COc1ccc(S(=O)(=O)N2CCN(c3ccccc3F)CC2)cc1
→ 0% | 0% | -8% | ?
COCCn1c(SCC(=O)c2ccc(CNC(C)=O)o2)nc2ccccc2c1=O
→ 0% | -5% | 0% | -1.1%
CCOCCCn1c(SCC(=O)Nc2cccc(OC)c2)nc2ccccc2c1=O
→ -7% | -15%[10.9 µM] | 6% | ?
CCOC(=O)c1cnc(-n2nc(C)cc2C)nc1-n1nc(C)cc1C
→ -10% | -6% | -7% | -1.5%
O=C1C=C(c2ccccc2)OC(=O)C1C(=O)c1ccccc1 (stereo unspecified)
→ 4% | . | -15% | .
FC(F)(F)c1cc(-c2cccs2)nc(NCc2ccco2)n1
→ -10% | -23% | 3% | 8.0%
CC(C)n1c(Nc2ccccc2)nc2ccccc21
→ -3% | -2% | 4% | -3.1%
Nc1ccccc1S(=O)(=O)c1ccccc1N
→ -18% | -4% | -11% | 1.5%

# Following part:
# Results follow in this order: p53ts 39C kill | Peg3 imprint | p53ts 32C kill | IkB sig inh
Cc1ccc(-c2nnn3c2nc(NCCc2ccc(Cl)cc2)c2ccccc23)cc1
→ -7% | -10%[10.9 µM] | -12% | 5.0%
Cc1ccc(N2CC(C(=O)Nc3ccc(S(=O)(=O)N4CCCC4)cc3)CC2=O)cc1 (stereo unspecified)
→ -4% | -23% | 10% | 3.2%
Cc1cccc(-n2ncc(C(=O)NCc3ccccn3)c2C2CCN(C(=O)OC(C)(C)C)CC2)c1
→ 6% | 14%[10.9 µM] | 5% | ?
CCOC(=O)N1CCN(Cc2nc(N)nc(Nc3ccc(Oc4ccccc4)cc3)n2)CC1
→ 9% | -18% | ? | ?
COc1cc2c(C(=O)NCc3ccc4c(c3)OCO4)cn(CC(C)C)c(=O)c2cc1OC
→ -19% | -10% | -5% | -0.9%
OC(Cn1cncn1)c1ccc(Cl)cc1Cl (stereo unspecified)
→ 0% | -7% | 4% | 0.1%
CC(C(=O)O)N1C(=O)CSc2ncccc21 (stereo unspecified)
→ 1% | . | -2% | .
COc1cc(NC(=O)C2CC(=O)NC3=C2C(=O)CC(C)(C)C3)c(OC)cc1Cl (stereo unspecified)
→ 5% | -26% | -2% | 19%
ClC(Cl)(Cl)C(N1CCN(c2ccccc2)CC1)N1CCN(c2ccccc2)CC1
→ 2%[9.22 µM] | -10%[10.9 µM] | 7%[9.22 µM] | 8.0%[11.4 µM]
Cc1nc2ccccc2n1-c1ccccc1
→ -11% | -12% | 6% | -0.4%
O=C(Nc1nnc(SCC(=O)N2CCCCC2)s1)C1CCCCC1
→ 0% | . | 0% | -2.1%
O=C(CN1C(=O)CCC1=O)Nc1ccc(S(=O)(=O)N2CCOCC2)cc1
→ -10% | -5% | 8% | 0.4%
COc1ccccc1NS(=O)(=O)c1ccc(C)c(C(N)=O)c1
→ 1% | -6% | -5% | 6.8%
COCCn1nnnc1CN(CCCN1CCOCC1)Cc1cc2c(C)ccc(C)c2[nH]c1=O
→ 5% | -12% | -11% | 4.7%
O=c1ccc(-c2ccccc2)n[nH]1
→ -5%[9.22 µM] | -8%[10.9 µM] | 2%[9.22 µM] | -1.6%[11.4 µM]

# Later entries.
# Results follow in this order: p53ts 39C kill | Peg3 imprint | p53ts 32C kill | IkB sig inh
CCCNS(=O)(=O)c1ccc(CCC(=O)NCC2CCCO2)cc1 (stereo unspecified)
→ -9% | -10% | -6% | 0.8%
CC1Cc2ccccc2N1C(=O)CCN1C(=O)C2C3C=CC(C3)C2C1=O (stereo unspecified)
→ -9% | -14% | 3% | 0.2%
CCN(c1ccccc1)S(=O)(=O)c1ccc(NC(=O)c2cc(=O)c3ccccc3o2)cc1
→ -12% | -2%[10.9 µM] | -1% | -2.3%
CCN(CC)S(=O)(=O)c1ccc2c(c1)N(CC(=O)NCCCN1CCN(c3cc(C)ccc3C)CC1)C(=O)CO2
→ -4% | -26%[10.9 µM] | 3% | ?
CC(=O)Nc1ccc(S(=O)(=O)N2CCN(C(=O)CCC3CCCC3)CC2)cc1
→ 0% | -5% | 8% | 2.1%

# Retrieved one by one from the list above, two records:
# Results follow in this order: p53ts 39C kill | Peg3 imprint | p53ts 32C kill | IkB sig inh
CCC(CC)c1nn2c(=O)cc(COc3ccc(NC(=O)c4cccc(Cl)c4)cc3)nc2s1
→ -4% | -8%[10.9 µM] | 10% | 4.0%
Cc1ccc(-n2c(C)cc(C(=O)OCC(=O)N(CC(C)C)C3CCS(=O)(=O)C3)c2C)cc1 (stereo unspecified)
→ 15% | -24% | 12% | ?

# Screening data deposited in PubChem by National Center for Advancing Translational Sciences (NCATS).
